Compound activity deposited in PubChem by several laboratories.
PKA-R2B act = activators of human PKA-R2B complex; 340,000 compounds, 0.079% hits; P22694+P31323; activation, % at 11.4 µM; PKA-R2B holoenzyme dissociation, Cy5-IP20 fluorescence polarization; R2B truncated from residue 108, S112A mutant; 0% DMSO only, 100% 113 µM cGMP;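 active = activation above a cutoff set at the mean over all compounds plus 3 SD, cut at about 18% in these data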;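 note: higher means more holoenzyme dissociation and a rise in polarization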
Target sequence (P31323 whole entry, looked up, other chains not shown, the tested form may be a part): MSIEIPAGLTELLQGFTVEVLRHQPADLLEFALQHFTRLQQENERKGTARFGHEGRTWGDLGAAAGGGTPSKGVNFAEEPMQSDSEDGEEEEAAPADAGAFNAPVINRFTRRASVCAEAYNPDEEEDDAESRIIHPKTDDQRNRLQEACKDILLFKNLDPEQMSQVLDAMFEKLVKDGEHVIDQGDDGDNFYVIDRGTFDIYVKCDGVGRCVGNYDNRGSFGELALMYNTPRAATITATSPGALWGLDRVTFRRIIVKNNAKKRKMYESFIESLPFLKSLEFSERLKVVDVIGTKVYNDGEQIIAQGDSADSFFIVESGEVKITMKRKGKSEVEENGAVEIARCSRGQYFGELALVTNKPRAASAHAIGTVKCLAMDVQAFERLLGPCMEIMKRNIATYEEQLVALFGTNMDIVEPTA
HTR5A inv ctr = HTR5A inverse agonism, opioid heterodimer counter-screen; P47898; inhibition, % at 9.3 µM; 340,000 compounds, 0.083% hits; HTR5A cell line, luminescence; in the data active = inhibition mostly above about 23%, no sharp cut-off; inactive = mostly below about 18%;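 note: 0% = cells with DMSO and 100% = no-cell wells with DMSO; some compounds called inactive have numbers as strong as hits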
Target sequence (P47898 whole entry, looked up): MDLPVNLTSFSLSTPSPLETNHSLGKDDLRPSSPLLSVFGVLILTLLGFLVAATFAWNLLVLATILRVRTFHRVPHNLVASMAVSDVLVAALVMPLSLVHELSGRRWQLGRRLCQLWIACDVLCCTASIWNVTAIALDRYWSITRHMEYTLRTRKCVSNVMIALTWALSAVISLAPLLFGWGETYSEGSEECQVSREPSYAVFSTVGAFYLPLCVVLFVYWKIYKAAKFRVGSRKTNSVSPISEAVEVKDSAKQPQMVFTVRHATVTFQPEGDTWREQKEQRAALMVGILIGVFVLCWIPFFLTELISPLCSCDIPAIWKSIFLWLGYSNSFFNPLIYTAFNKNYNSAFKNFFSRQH
DSG3 Ab inh = inhibitors of pemphigus antibody binding to human desmoglein-3 | P32926 | DSG3-coupled beads, scFv-anti-DSG3-GFP binding, flow cytometry; active compounds read low | binding (percent of control), % at 10 µM | 310,000 compounds, 0.48% hits | AID 588358;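 active = binding more than 3 SD below its plate's average and above zero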;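 note: hits lower antibody fragment binding to DSG3; some compounds called inactive have numbers as strong as hits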
MOR-DOR inv ag = inverse agonists of human mu-delta opioid receptor heterodimerization | 340,000 compounds, 0.21% hits | inhibition, % at 9.3 µM | cell-based MOR-DOR heterodimer luminescence, inverse agonism | AID 504357 | P35372+P41143; in the data active = inhibition above about 22%, passing the limit was not always enough;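 note: 0% = cells with DMSO and 100% = wells without cells with DMSO; values of inactives mirror those of a sister screen read the other way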
HTR5A ag = activates human HTR5A in OPRM1-OPRD1 agonist counter-screen; P47898; HTR5A agonist assay, luminescence, cell-based; activation, % at 9.3 µM; 340,000 compounds, 0.61% hits; in the data active = activation mostly above about 9.5%, no sharp cut-off; inactive = mostly below about 7.6%;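 note: 0% = cells with vehicle only and 100% = reference agonist; strong numbers were not always called active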
PKA-R1A act = PKA-R1A complex activation; 340,000 compounds, 0.083% hits; PKA-R1A dissociation, Cy5-IP20 fluorescence polarization; scaled: DMSO 0%, 113 µM cGMP 100%; activation, % at 11.4 µM; P00514+P68181;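 active = percent activation above the mean of all tested compounds plus 3 SD, cut at about 19% in these data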;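 note: higher means more PKAc released from R1A so a rise in polarization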
V-ATPase pH = alters yeast V-ATPase proton transport; S. cerevisiae, pHLuorin cytosolic pH fluorescence; response, % at 10 µM; 350,000 compounds, 0.37% hits; AID 504577; in the data active = response mostly above about 7.3%, no sharp cut-off; inactive = mostly below about 5.4%; note: actives read high; inactives centre near 0; some compounds called inactive have numbers as strong as hits; reference of the scale not given here
OPRM1-OPRD1 ag = OPRM1-OPRD1 heterodimerization agonism; cells, luminescence; activation, % at 9.3 µM; 340,000 compounds, 0.3% hits; AID 504326; in the data active = activation above about 18%;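 note: 0% = vehicle-treated cells and 100% = reference agonist; values of inactives mirror those of a sister screen read the other way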
DAGLB inh = blocks human DAGLB lipase activity. Q8NCG7. HEK293T DAGLB membrane lysate, EnzChek fluorogenic substrate. inhibition, % at 5.17 µM. 340,000 compounds, 0.059% hits. AID 504411; in the data active = inhibition above about 34%;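 note: 0% = enzyme with vehicle and 100% = wells lacking enzyme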
Arr AP2 block = inhibitors of human beta-arrestin and AP2 interaction; AID 504490; 340,000 compounds, 0.31% hits; inhibition, % at 10 µM; FITC-arrestin peptide / GST-AP2 beads, flow cytometry; AP2 beta2 appendage carries R879A mutation;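 active = inhibition above a set limit, near 3 SD of compounds lacking own fluorescence, cut at about 54% in these data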;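 note: plate controls were DMSO wells for no effect and 5 µM unlabelled arrestin peptide for full effect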
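System: GST-tagged AP2 beta2-adaptin appendage (R879A) on 4 µm glutathione beads / Reagent: FITC-arrestin peptide, 50 nM / Detection: HyperCyt-sampled flow cytometry, FL1 channel, ex 488/em 535 nm / Timing: 12 min plus 1 h, RT / Buffer or medium: PBS plus Tween 20 (0.05%) and BSA (0.1%)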
* = called active by the depositor; x = no result given.

SMILES	PKA-R2B act	HTR5A inv ctr	DSG3 Ab inh	MOR-DOR inv ag	HTR5A ag	PKA-R1A act	V-ATPase pH	OPRM1-OPRD1 ag	DAGLB inh	Arr AP2 block
CN(C)S(=O)(=O)c1ccc(C(=O)Nc2ccccc2OC(F)(F)C(F)F)cc1	4.5	-16.6	x	1.2	7.4	-6.2	0.3	-0.2	0.4	9.7
CCCCNC(=O)CSc1nnc(Cc2ccccc2)n1CC	10.3	-7.8	x	15.2	2.8	-0.5	1.2	-2.5	-0.3	24.8
CCOc1nc2ccccc2nc1NS(=O)(=O)c1ccccc1	-5.2	-17.8	102.1	-13.4	-4.0	-11.3	-3.6	2.3	-0.1	5.4
Cc1c(NC(=S)NC(=O)c2ccccc2Cl)c(=O)n(-c2ccccc2)n1C	3.4	2.3	97.3	12.7	-0.6	-6.5	3.3	-2.7	-0.6	-1.2
Cn1c(=O)c2c(nc(CN3CCN(C(=O)c4ccco4)CC3)n2CC(N)=O)n(C)c1=O	-12.5	x	96.0	x	x	2.0	0.4	x	0.2	0.2
CN(C)S(=O)(=O)Oc1cccc(C(=O)Nc2ccc([N+](=O)[O-])cc2)c1	-0.8	9.0	96.9	-3.8	5.7	-2.4	-5.3	0.7	-4.5	-5.8
COC(=O)c1ccc(COc2cccc3c2OC(C)(C)C3)cc1	-0.3	-21.3	x	-24.9	2.4	-5.0	3.5	4.6	-13.1	-17.8
CC1(C)CC(=O)C(C=N)=C(O)C1	-9.7	-5.6	102.3	-1.3	-2.8	-14.1	-1.8	0.3	0.0	5.5
O=C(CS(=O)(=O)c1ccccc1)N1CCCCC1	-1.4	-8.4	101.5	8.2	-3.7	0.6	-6.6	-1.5	-0.1	8.8
CCOc1ccc(-c2nnc3ccc(SCC(=O)Nc4nc5ccc(C)cc5s4)nn23)cc1	-8.6	-3.5	x	-2.0	0.2	-7.2	6.2	0.4	3.4	-4.4
COc1ccc(C(=O)Nc2ccc(Cl)cc2C(=O)N2CCCC(C)C2)cc1 (stereo not drawn)	-2.7	-12.1	102.8	8.0	-3.6	-9.0	-0.9	-1.4	-6.8	7.1
COc1cc(OC)c(OC)cc1CN1CCN(c2ccc(F)cc2)CC1	5.4	-7.8	104.8	-1.9	5.2	4.4	-7.9	0.4	-0.3	31.4
CCCCCn1c(=O)[nH]c2cc(C(=O)NCCCN3CCCCC3)ccc2c1=O	-7.2	-12.1	115.4	16.9	4.5	-2.2	-0.4	-2.8	2.0	1.6
COc1ccc(NC(=O)CN2CCN(C3c4ccccc4-c4ccccc43)CC2)cc1	-6.5	0.0	103.4	-9.7	2.9	-6.6	2.2	1.9	-4.0	-11.1
CC(=O)N1CCN(Cc2nc3cc(NC(=O)COc4cccc(C)c4)ccc3n2C)CC1	-5.5	2.9	x	-6.3	-3.0	3.8	-3.0	0.9	-3.1	27.4

Looked up one by one from above:
SMILES	PKA-R2B act	HTR5A inv ctr	DSG3 Ab inh	MOR-DOR inv ag	HTR5A ag	PKA-R1A act	V-ATPase pH	OPRM1-OPRD1 ag	DAGLB inh	Arr AP2 block
CC1(C)CC(=O)C(C=N)=C(O)C1	-9.7	-5.6	102.3	-1.3	-2.8	-14.1	-1.8	0.3	0.0	5.5
Cn1c(=O)c2c(nc(CN3CCN(C(=O)c4ccco4)CC3)n2CC(N)=O)n(C)c1=O	-12.5	x	96.0	x	x	2.0	0.4	x	0.2	0.2
COc1ccc(NC(=O)CN2CCN(C3c4ccccc4-c4ccccc43)CC2)cc1	-6.5	0.0	103.4	-9.7	2.9	-6.6	2.2	1.9	-4.0	-11.1
COC(=O)c1ccc(COc2cccc3c2OC(C)(C)C3)cc1	-0.3	-21.3	x	-24.9	2.4	-5.0	3.5	4.6	-13.1	-17.8

Remaining list, next part
SMILES	PKA-R2B act	HTR5A inv ctr	DSG3 Ab inh	MOR-DOR inv ag	HTR5A ag	PKA-R1A act	V-ATPase pH	OPRM1-OPRD1 ag	DAGLB inh	Arr AP2 block
Cc1ccsc1/C=N/n1c(-c2ccco2)n[nH]c1=S	0.8	3.6	x	14.0	-1.2	-6.9	-2.0	-2.8	-3.6	-12.7
COc1ccccc1NC(=O)N1CCc2[nH]c3ccc(Cl)cc3c2C1	-7.3	6.5	118.8	4.9	3.6	-3.6	-1.5	-1.1	-1.4	31.8
O=C(O)c1ccc(Cl)c(NC(=O)C2CCN(S(=O)(=O)c3cccs3)CC2)c1	-0.5	x	98.8	x	x	7.7	-0.3	x	-1.6	x
Cc1onc(-c2c(F)cccc2Cl)c1C(=O)OCC(=O)Nc1c(C)n(C)n(-c2ccccc2)c1=O	-14.1	14.3	110.1	13.7	-0.1	-6.6	-1.2	-2.7	-3.0	4.5
Cc1c(OC(C)C(=O)NC(Cc2c[nH]c3ccc(O)cc23)C(=O)O)ccc2c1oc(=O)c1ccccc12 (stereo not drawn)	-5.8	-11.6	x	11.4	3.9	7.5	-3.0	-2.3	-1.3	23.2
C=C(C)COc1ccc(-c2ncncc2-c2ccccc2)c(O)c1	2.3	1.1	116.8	-41.5	-0.3	-19.0	5.4	9.2	-7.5	6.7
CN(C(=O)COC(=O)c1c2c(nc3ccccc13)CCCC2)c1c(N)n(Cc2ccccc2)c(=O)[nH]c1=O	1.9	9.4	100.3	12.2	-3.5	8.4	2.7	-2.4	2.9	22.0
O=C(Nc1ccc(Br)c(Cl)c1)C1CC1	7.6	-34.4	x	4.2	13.1	-3.1	-1.1	-0.7	-3.4	23.8
O=C(Nc1cccc(Cl)c1)OCCOC(=O)Nc1cccc(Cl)c1	-14.8	-0.1	91.8	-17.0	0.0	0.7	2.6	3.2	-4.6	-3.2
COc1cccc(C2CCCN2Cc2nc(CC3CC3)no2)c1 (stereo not drawn)	4.5	4.1	103.7	2.3	-1.5	-10.6	-0.9	-0.4	-2.9	3.2
Cc1nnc(SCC(=O)Nc2ccc3c(c2)OCO3)[nH]c1=O	6.1	0.8	106.7	20.9	-2.1	8.5	-1.8	-4.5	-1.3	19.9
Cc1ccc(N(C(=O)C2CCCC2)C2C=CS(=O)(=O)C2)cc1 (stereo not drawn)	0.5	-0.9	x	10.7	0.3	-18.1	-1.2	-2.5	-1.6	-3.1
CC(C)NC(=O)CC1Nc2c3ccccc3nc(=S)n2C1=O (stereo not drawn)	6.3	7.7	98.5	0.1	1.3	-0.8	4.5	0.0	3.7	-5.6
CC(C)C(=O)Nc1cccc(C(=O)Nc2ccc(S(=O)(=O)N3CCOCC3)cc2)c1	2.6	2.7	113.8	4.5	3.5	-0.6	1.4	-0.8	2.6	8.5
CSc1ccccc1-n1nnnc1SCc1ccccc1	-2.2	-5.5	97.0	0.6	2.1	11.6	1.1	-0.1	-1.6	9.2
Cc1cc(C)nc(NN2C(=O)C=CC2=O)n1	-0.1	0.2	97.3	11.3	-0.1	7.0	3.8	-2.3	-1.2	-1.2
Cc1ccc(C(C(=O)NC(C)(C)C)N(CCCN2CCOCC2)C(=O)c2ccc(-c3ccccc3)[nH]2)o1 (stereo not drawn)	1.4	9.8	123.7	-1.7	-6.8	-4.8	-1.0	0.3	3.0	-21.8
O=C(O)/C=C/c1cn(-c2ccccc2)nc1-c1ccc2c(c1)OCCO2	1.1	-20.3	85.1	10.1	7.4	4.6	-3.3	-1.9	-0.9	29.9
CCC(=O)Nc1cc2c(cc1C(=O)c1ccccc1)OCCO2	1.6	0.9	101.5	13.7	-1.2	-5.9	-2.3	-3.1	-1.8	5.1
Cc1ccccc1Cn1nnc(C(=O)Nc2cccc(C)c2C)c1N	-4.2	-4.0	94.7	-12.5	-2.2	-14.5	-2.0	2.5	0.2	1.5
OCCC1CN(Cc2ccc(-n3cccn3)cc2)CCN1Cc1ccccc1 (stereo not drawn)	-13.2	-4.8	108.8	-4.3	-5.0	-4.4	1.6	0.8	-0.8	-2.2
O=C(Nc1ccc(OC(F)(F)F)cc1)C1CCCCN1S(=O)(=O)c1ccccc1 (stereo not drawn)	-1.1	13.2	x	-67.5	-6.2	-4.3	1.2	10.6	-2.3	-1.9
COc1ccc(NC(=O)CSCC(=O)N(C)CC(=O)Nc2ccc(Cl)c(C(F)(F)F)c2)cc1	-4.6	-7.5	100.0	-9.3	2.8	-3.9	3.0	1.8	-0.8	7.9
COC(=O)c1cnn2c3c(c(C)nc12)CCCC3	-9.3	8.2	103.6	16.9	-2.5	3.9	1.1	-3.2	2.2	-8.1
Cc1ccc(S(=O)(=O)NC(C)C(=O)Nc2ccc3c(c2)OCO3)cc1 (stereo not drawn)	-3.7	-13.9	101.6	0.5	4.9	-6.2	4.8	-0.1	0.2	2.7
Cc1ccc(NC(=O)CCSc2nnc(C)o2)cc1	5.3	-3.4	99.8	-0.5	0.9	-0.8	0.5	0.1	-3.8	11.8
O=C(COC(=O)c1ccc(S(=O)(=O)N2CCCCC2)cc1)NCc1ccccc1	-2.1	11.3	113.6	-2.5	-2.8	-11.1	-4.1	0.5	-0.7	9.3
COc1nc(NCc2cccnc2)nc(NC2CCCCC2)n1	-5.9	8.8	103.7	7.4	-3.1	10.2	-1.1	-1.0	1.4	3.6
CCOc1cc(CN2CCN(c3cccc(C(F)(F)F)c3)CC2)ccc1OC	5.9	-16.5	102.3	-15.1	5.8	-1.6	0.5	2.6	-3.8	-7.7
Oc1c(CN2CCOCC2)cc(CN2CCOCC2)cc1CN1CCOCC1	-0.4	13.7	118.8	-2.1	-3.5	-1.5	-1.5	0.4	1.4	9.5
COc1ccc(NC(=O)CN2CCc3ccccc3C2)c([N+](=O)[O-])c1	-0.2	-16.5	110.5	1.9	-2.3	12.0	-1.0	-0.3	-3.5	-17.6
CCOC(=O)Cn1c(Br)nc2c1c(=O)[nH]c(=O)n2C	-2.7	-13.8	101.3	1.5	5.2	5.4	1.0	-0.2	-0.5	-0.2
CC(C)(OC1OC(CO)C(O)C(O)C1O)[C@H]1Oc2ccc3ccc(=O)oc3c2[C@H]1O (stereo partly drawn)	-8.5	19.6	102.9	13.8	2.5	-1.3	5.3	-2.5	1.0	9.5
Cc1ccc(NC(=O)C2(S(=O)(=O)c3ccc(C)cc3)CC2)cc1	11.4	-19.9	103.5	14.8	-1.9	-6.8	6.4	-2.9	-1.3	3.7
CC(C)c1ccc(NC(=O)C2CC(=O)N(C3CCCC3)C2)cc1 (stereo not drawn)	0.5	-11.5	x	-6.5	4.0	-5.4	-0.9	1.0	4.8	5.9
COc1cc(/C=C/C(=O)OCC(=O)N(C)Cc2ccccc2)ccc1O	-8.5	-15.1	x	15.1	6.0	4.2	1.1	-3.9	0.1	6.7
COc1ccc(-c2sc(NC(=O)c3ccc(C)cc3)nc2-c2ccc([N+](=O)[O-])cc2)cc1	-2.2	4.0	96.4	-0.2	-5.7	5.8	-2.2	0.0	0.7	12.1
COc1ccc(CCC2(C)OCC(CCCCO)O2)cc1 (stereo not drawn)	3.9	13.7	92.2	3.4	-3.5	-1.9	2.4	-0.7	-1.6	39.2
Cc1cc(Nc2ccccc2)cc(=O)n1C	4.0	-15.1	115.7	-3.4	0.4	-1.1	1.4	0.7	-0.3	0.3
O=C(Cn1cnc2ccccc2c1=O)Nc1ccc(S(=O)(=O)N2CCCC2)cc1	-9.1	-6.1	74.5	-2.1	2.3	-6.0	-3.2	0.4	-3.3	-14.2
